NCI-60 one-dose screen, 48 h, at 10 µM unless noted. Numbers give growth in % (100 = growth as untreated, 0 = no growth, -100 = all killed).
HL-60(TB) = HL-60(TB) leukemia cells; actives 9% (n = 78,000); AID 1794776; active means growth percent below 10
* marks the source's active call; other numbers are inactive results; & = joins results of further samples. Not all compounds are listed (hit frequency here may not be typical).

SMILES	HL-60(TB)
O=C(NCc1ccc(F)cc1)c1cn2cc(Cl)ccc2n1	91.6
COc1ccc(CCCC(=O)O)cc1OC	98.6
Cc1cc(O)cc(C)c1N	94.7
CCOC(=O)CC1(O)CSc2nc(N)cc(=O)n21 (stereo not drawn)	96.6
O=C(O)/C=C/c1ccc(-c2cc(C(F)(F)F)cc(C(F)(F)F)c2)o1	98.4
O=C(NCCN1CCNCC1)Nc1ncccc1OCc1cccc(F)c1	100.8
CC(=O)Nc1c([N+](=O)[O-])cc2c3c(cccc13)CC2	85.5
COc1ccc(C(=O)C2=CC(=O)C(=O)C2)cc1OC	109.8
NC(N)=N/N=C\c1cccc(OCc2ccccc2)c1	55.5
O=C(CCl)c1ccccc1	100.6
COc1ccc(Cc2nnc3sc(SC)nn23)cc1	105.6
Cc1ccc(S(=O)(=O)NCCCNc2nc(Nc3ccc(N4CCN(C)CC4)cc3)nc3ccsc23)cc1	-50.9*
COC(=O)Cc1cc(COC(C)=O)ccc1C	84.8
CC(=O)OCCCCCCn1c2ccccc2c2c3c(c4c5ccccc5n(C)c4c21)C(=O)N(O)C3=O	41.2
CCOC(=O)c1cnc2cc(Cl)cc(Cl)c2c1Nc1cccc(S(=O)(=O)NC)c1	83.0
COc1c(N2CC3CCCNC3C2)c(F)cc2c(=O)c(C(=O)N/N=C/c3ccc(Br)cc3)cn(C3CC3)c12 (stereo not drawn)	84.0
C/C=C(\C)CCC(C)(O)CC (stereo not drawn)	98.2
COCCOC(=O)C1=C(C)NC(C)=C(C(=O)OC(C)C)C1c1cccc([N+](=O)[O-])c1 (stereo not drawn)	90.7
COc1ccc(C2SCC(=O)N2NC(=O)CCC(=O)c2nc3ncccc3[nH]2)cc1OC (stereo not drawn)	100.5
COC(=O)c1c(C=O)cccc1[N+](=O)[O-]	108.6
CCOC(=O)C(C(=O)OCC)C(C)CC (stereo not drawn)	100.9&111.3
CCCCCCC/C(=N\N=C(N)N)c1ccc(O)cc1	6.1*
Cc1ccc(-n2nc3c(c(C#N)c2=O)CC(c2ccccc2Cl)C([N+](=O)[O-])=C3O)cc1 (stereo not drawn)	96.0
O=C(/C=C/c1ccc(Cl)cc1)c1ccc(Cl)cc1	69.2
Cc1cccc(C)c1NC(N)=O	97.0
Cn1cc(-c2csc(-c3cn(C)c4ncccc34)n2)c2ccccc21	-3.8*
COc1nccc2c(Sc3ccccc3)nc(N)nc12	97.6
O=C(O)Cc1c(Cl)ccc(Cl)c1Cl	72.9
Cc1ccc(/C=C/c2ccc([N+](=O)[O-])cc2)cc1	87.9
CC(C)(C)OC(=O)N1CCc2c(sc3ncnc(Nc4ccc(NC(=O)Nc5ccc(Br)cc5)cc4)c23)C1	87.8
O=c1oc2ccc(-c3ccc(F)cc3F)cc2c(=O)n1-c1cccc(C(F)(F)F)c1	-32.7*
Cc1ccc2oc(=O)cc(-c3sc(N4CCOCC4)nc3-c3ccccc3)c2c1	92.9
CCCCC[n+]1ccc(SCC(=O)n2ccc3ccccc32)c2ccccc21	81.8
CCCCNc1nc(NC(C)(C)C)nc(NC(C)(C)C)n1	36.6
COc1ccc(NNc2c(N)nn3c(-c4ccc(OC)c(OC)c4)c(C#N)c(N)nc23)cc1	92.0
c1c[se]c(-c2nc3ccccc3[nH]2)c1	108.0
CCOC(=O)c1ccc(-c2ccc(C(=O)OCC)cc2)cc1	91.6
Cn1c(O)c(N=NC(=O)c2ccncc2)c2ccccc21	90.0
CC1=NN(c2nc(SCC(=O)Nc3nc4ccc(C)cc4s3)nc(-c3ccccc3)c2C#N)C(=O)C1	111.1
CC1C/C(=C\c2ccc([N+](=O)[O-])cc2)C(=O)O1 (stereo not drawn)	107.3&98.6
COc1cc(CNC(=O)/C=C/c2ccc3c(c2)OCO3)ccc1OCc1cn(-c2ccccc2)nn1	108.9
Cc1ccc(Cl)c(NC(=S)NCc2cccnc2)c1	108.5
C/C(=N\NC(=O)Cn1c(C(C)C)nc2ccccc21)c1ccccc1	94.2
CNC(=O)c1cc(Oc2ccc(NC(=O)c3nc(SC)oc3-c3ccc(F)cc3)cc2)ccn1	94.6
N#CC(c1c(Cl)cccc1N1CCCCC1)N1CCCCC1 (stereo not drawn)	99.6
CCSC(SCC)C(O)C(O)C(O)C(O)CO (stereo not drawn)	106.7
CC(=O)c1c(O)ccc2c(C)cc(=O)oc12	83.3
CSc1ccccc1Nc1nc(N)nc(C(Cl)(Cl)Cl)n1	95.5
O=CCCCC(O)C=O (stereo not drawn)	92.2
CCn1c(SCCc2ccccc2)nnc1-c1nn(-c2ccc(Cl)cc2Cl)c(-c2ccc(Cl)cc2)c1C	67.8
Cc1nc(/C=c2\sc3n(c2=O)C2C(NN=3)N(C)C(=O)N2C)cn1C (stereo not drawn)	96.6
Cc1ccc(-c2nc(Nc3ccc(C)c(S(N)(=O)=O)c3)c3ccccc3n2)cc1	89.1
N#CCCOCN(COCCC#N)c1nc(N(COCCC#N)COCCC#N)nc(N(COCCC#N)COCCC#N)n1	111.9
COC(=O)/C(CCC=C(C)C)=C1\[C@@H](OC(C)=O)C[C@@]2(C)[C@H]1CC(=O)[C@H]1[C@@]3(C)CC[C@H](NCc4ccccc4)[C@@H](C)[C@@H]3CC[C@@]12C	84.7
COC(=O)c1ccc(N=Cc2cc3ccccc3[nH]c2=O)cc1	102.0
CC(C)(C)c1cc(C(=O)Nc2cc3ccccc3cc2C(=O)NCCN)cc(C(C)(C)C)c1	-68.9*
CCO/C=N/C1=C(C#N)C(c2ccc(OC)cc2)c2sc3c(F)cccc3c2O1 (stereo not drawn)	-9.9*
Nc1ccc(Nc2ccc(N)cc2S(=O)(=O)O)cc1	75.0
Cc1cnc(SCc2ccc(Cl)cc2)nc1N(Cc1ccccc1)Cc1ccccc1	99.2
Cc1ccc(C)n1-c1ccccc1-n1c(C)ccc1C	82.2

More records follow.
mol | HL-60(TB)
CC(C)C1=NOC(=O)C1=Cc1cn(-c2ccccc2)nc1-c1cccc([N+](=O)[O-])c1 | -4.8*
Cc1cc(Nc2nc(-c3ccc(F)cc3)nc3ccccc23)n[nH]1 | 39.0
COC(=O)c1ccccc1I | 93.6
c1ccc(Cn2c(N=Nc3c(Nc4ccccc4)ccc4ccccc34)nc3ccccc32)cc1 | 115.8
Cc1ccc(-n2c(C)nn3c(=O)c4c5c(sc4nc23)CN(C)CC5)cc1 | 96.7
CC(C)NC1(C(N)=O)CCNCC1 | 110.2
COc1ccc(NCC(=O)Cn2cc(COc3ccc(C=Nc4cnc5ccccc5c4)cc3)nn2)cc1 | 102.0
CSc1nc2sc3c(c2c(=O)n1-c1ccc(C(C)C)cc1)CCC(=O)C3 | 6.9*
N[C@@H](Cc1ccccc1)[C@@H](O)C(=O)NCc1ccc(F)cc1 | 101.1
Cc1ccc(C2=NN(c3ccc(S(=O)(=O)NC(=O)NCc4ccccc4)cc3)C(c3ccc(N(C)C)cc3)C2)c(C)c1 (stereo not drawn) | -1.6*
Cn1nc(-c2ccc(S(=O)(=O)F)cc2)s/c1=N/NC(=O)c1ccccc1 | 96.4
CN1CCN(c2nc3cc(NC(=O)c4ccc(Cl)s4)ccc3s2)CC1 | 106.7
Nc1nc(-c2ccc(Cl)cc2)c2cc[nH]c(=O)c2n1 | 130.3
Nn1c(Nc2ccc(S(N)(=O)=O)cc2)nnc(/C=C/c2c(O)ccc3ccccc23)c1=O | 96.2
COc1ccc(/C=N\NC(=O)c2cnn(CC(O)c3ccccc3)c2N)cc1OCc1ccccc1 (stereo not drawn) | 69.2
N#Cc1cnn(-c2cc(Cl)ccc2Cl)c1N | 100.4
Cc1n[nH]c(=S)[nH]c1=O | 261.5
O=C(Nc1ccncc1)C(=O)c1cn(S(=O)(=O)c2cccc(Cl)c2F)c2ccccc12 | 68.5
COc1cc2c(cc1OC)CN(S(N)(=O)=O)CC2 | 60.3
CCc1cccc(C(C)(C)C)c1NC(=S)NC=C(C#N)C#N | 94.6
COC(=O)/C=C1/SC(=Nc2ccc(C)cc2)N(CCc2c[nH]c3ccccc23)C1=O | 75.7
COc1ccc(-n2nnc3c4nc(-c5ccc([N+](=O)[O-])cc5)oc(=O)c4c(C)nc32)cc1 | 108.3
CC1(C(=O)OCc2ccccc2)C(=O)C2=C(CCCCC2)N1c1ccccc1 (stereo not drawn) | 84.1
Oc1ccc2ccccc2c1C=Nc1ccccc1 | 90.0
O=c1/c(=C/c2cccs2)sc2nc3ccccc3n12 | 106.8
Cc1cc(OC(=O)c2ccc([N+](=O)[O-])cc2)nc2[nH]c(=O)sc12 | 99.5
O=c1c2ccccc2nc(N/N=C/c2ccc(O)cc2)n1-c1ccccc1 | 100.4
COc1ccc([C@H]2[C@H](C(=O)Nc3cccnc3)c3ccccc3C(=O)N2c2ccccc2)cc1 | 90.2
COc1ccc2c(c1)CCCC2=O | 105.7
CC(=O)c1ccc(C)nc1 | 105.4
COC1C(COC(=O)c2ccccc2)OC(OC(C)=O)C1OC(C)=O (stereo not drawn) | 106.1
COc1ccc2oc3c4[nH]c5ccccc5c4c4c(c3c2c1)C(=O)N(O)C4=O | 102.4
Oc1[nH]c2ccc(Cl)cc2c1N=Nc1nc(N=Nc2c(O)[nH]c3ccc(Cl)cc23)nc(N2CCCCC2)n1 | 71.5
CCCNCCOC(=O)c1ccc(OCC)c(N)c1 | 94.2
CC1(C)c2ccccc2C(C)(C(Cl)(Cl)Cl)c2ccc(Cl)cc21 (stereo not drawn) | 85.1
NS(=O)(=O)c1ccc(-n2ncc3c(SCc4ccccc4)ncnc32)cc1 | 88.1
CC(=O)Oc1ccc(/C=N/NC(N)=S)nc1 | 64.3
CC(C)N=C(NC(C)C)N1CC1 | 103.6
Cc1ccc(S(=O)(=O)NCCC2CC2[C@H](O)[C@@H](O)c2ccccc2)cc1 (stereo partly drawn) | 107.0
CC(=O)c1ccc(NC(=O)Cn2c(NC3=NS(=O)(=O)c4ccccc43)nc3c2c(=O)n(C)c(=O)n3C)cc1 | 96.4
CC(C#N)OCCO (stereo not drawn) | 91.4
O=C(CSc1oc(-c2ccccc2)nc1S(=O)(=O)c1ccccc1)NC1CCCCC1 | 66.7
CNCC(O)c1ccc(O)cc1 (stereo not drawn) | 96.1&116.3
Clc1ccc(SCN(c2ccccc2)c2ccccc2)cc1 | 88.9
Cc1nc(N)sc1-c1csc(Nc2ccc(C(F)(F)F)cc2)n1 | 27.9
NS(=O)(=O)c1ccc(-n2ncc3c(=S)nc[nH]c32)cc1 | 78.7
Cc1ccc(C(=O)c2c(N)c(C#N)cn2Cc2ccc(Cl)cc2Cl)cc1 | 88.8
COc1ccc(N=c2sc(C3=c4cc(Cl)ccc4=NC3=O)c(O)n2Cc2nc3ccccc3[nH]2)cc1 | 95.6
COc1ccc(-c2nn(-c3cccc(Cl)c3)cc2-c2cc(-c3ccccc3)[nH]c(=O)c2C#N)cc1 | 110.8
CCOC(=O)c1c(Cl)c2c(n1Cc1ccc(OC)cc1)-c1oncc1CCC2 | 78.9
CO[C@H]1CC[C@@]2(C)C(=CC[C@H]3[C@@H]4C[C@@H](O)C[C@@]4(C)CC[C@@H]32)C1 | 89.3
CCCCN1C=C(C)N(CCCC)CC1 | 116.1
N#Cc1c(-c2ccc(Cl)cc2)c2c(N)nn(-c3ccccc3)c2oc1=O | 100.6
CC(=O)C(CC(C)C)C(C)=O | 100.4
Fc1ccc(-c2nc(CSc3nc4ccccc4o3)no2)cc1 | 116.3
N#Cc1c(Nc2ccc(O[C@H]3CO[C@H]4[C@@H]3OC[C@@H]4O)c(Cl)c2)c2ccccc2n(Cc2ccccc2)c1=O | 105.7
COc1ccc(/C=C/C=C\C(=O)c2ccc(N3CCOCC3)cc2)cc1 | 62.5
COC(=O)c1ccccc1NC(=O)CCl | 92.3
Oc1ccc(/C=N/N=C2c3ccccc3-c3ccccc32)c(O)c1 | 71.7
CCCCC(O)Cn1ncc(C(=O)N/N=C\c2ccc(OC(F)F)c(OCc3ccccc3)c2)c1N (stereo not drawn) | 69.4

Retrieved one by one from the entries so far:
mol | HL-60(TB)
COc1ccc(N=c2sc(C3=c4cc(Cl)ccc4=NC3=O)c(O)n2Cc2nc3ccccc3[nH]2)cc1 | 95.6
N#Cc1c(Nc2ccc(O[C@H]3CO[C@H]4[C@@H]3OC[C@@H]4O)c(Cl)c2)c2ccccc2n(Cc2ccccc2)c1=O | 105.7
N#Cc1c(-c2ccc(Cl)cc2)c2c(N)nn(-c3ccccc3)c2oc1=O | 100.6
CCCNCCOC(=O)c1ccc(OCC)c(N)c1 | 94.2
NS(=O)(=O)c1ccc(-n2ncc3c(SCc4ccccc4)ncnc32)cc1 | 88.1
COc1ccc2oc3c4[nH]c5ccccc5c4c4c(c3c2c1)C(=O)N(O)C4=O | 102.4

Continued.
mol | HL-60(TB)
CC(=O)NNC(=S)N/C=C(\C#N)C(=O)c1ccc2ccccc2c1 | 104.5
CN1CCN(c2ccc(/C=N/NC(=O)CSc3nc4ccccc4c(=O)n3-c3ccccc3)cc2)CC1 | 105.5
Cc1ccc(C(=O)Nc2ccccc2C(=O)N/N=C/c2cc3ccccc3cn2)cc1 | 68.7
COc1ccc2c(c1)CN(CCc1ccccc1)CO2 | 107.2
CN(c1ccccc1)P(=O)(N1CC1)N1CC1 | 79.0
C#CC1(OCC(O)CO)CCCCC1 (stereo not drawn) | 88.9
Cc1ccc2[nH]c(O)c(N=NC(=O)Cc3c[nH]c4ccccc34)c2c1 | 96.4
COc1ccc(C(=N\Nc2ccccc2)/C(=N/Nc2ccccc2)c2ccc(OC)cc2)cc1 | 64.2
CCOP(=O)(NCCc1ccccc1)OCC | 84.2
COc1ccc(-n2sc(=O)n(Cc3ccc(COC(=O)C(C)c4ccc(CC(C)C)cc4)cc3)c2=O)cc1 (stereo not drawn) | -43.3*
COc1cc(-c2nc3c(ncc4ccc(=O)n(-c5ccccc5)c43)s2)cc(OC)c1OC | 94.1
N#Cc1c(N)nn(C(=O)c2ccc(NC(=O)c3ccccn3)cc2)c1-c1cccc(Br)c1 | 40.8
OC(c1cc(C(F)(F)F)nc2c(C(F)(F)F)cccc12)C1CCCCN1 (stereo not drawn) | 50.3

Given as labelled records: 2 of the compounds above.
N#Cc1c(N)nn(C(=O)c2ccc(NC(=O)c3ccccn3)cc2)c1-c1cccc(Br)c1
  HL-60(TB) = 40.8
Cc1ccc2[nH]c(O)c(N=NC(=O)Cc3c[nH]c4ccccc34)c2c1
  HL-60(TB) = 96.4
